ssDAF-12 act: activators of S. stercoralis DAF-12 nuclear receptor; activation, % at 6.8 µM; HEK293 ssDAF-12/GRIP1 lit1-tk-luc reporter, luminescence; % of 3 µM dafachronic acid response; hit rate 1% among 370,000;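 active = activation above the mean over all tested compounds plus 3 SD, cut at about 0.9% in these data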;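 also: 0% = DMSO-only wells and 100% = 3 µM delta7-dafachronic acid wells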
FXN GAA850 act: frataxin GAA850 promoter activation | HEK293 lucGAA850 FXN promoter luciferase reporter, 24 h; percent of 10 µM SAHA response | activation, % at 6 µM | hit rate 0.56% among 360,000 | AID 540364;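 active = activation above the average of all compounds screened plus 3 SD, cutoff fixed separately per campaign, cut at about 7.5% in these data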;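 also: 0% = DMSO wells and 100% = 10 µM SAHA wells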
SMARCA2 activ: SMARCA2 function activation, primary screen | AID 652017 | activation, % at 9.1 µM | hit rate 1% among 370,000 | MG213 cells, MMTV-luciferase reporter, dexamethasone, overnight; in the data active = activation above about 7.8%;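 also: 0% = vehicle wells and 100% = reference activator wells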
DAX1 inh-1: inhibits human nuclear receptor DAX1 | HEK293 Gal4-DAX1 luciferase reporter, luminescence | inhibition, % at 6.75 µM | hit rate 0.99% among 340,000 | AID 504766;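 active = inhibition above the mean over all tested compounds plus 3 SD, cut at about 4.2% in these data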;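 also: 0% = DAX1-transfected cells with DMSO and 100% = empty-vector control cells with DMSO; inhibition shows as a rise in luminescence from relieved DAX1 repression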
NPR2 activator: GC-B (human) receptor activation | P20594 | HEK293-GC-B cells, CNP EC30, cGMP TR-FRET; 0% at EC30 CNP, 100% saturating CNP | activation, % at 10 µM | hit rate 0.11% among 370,000;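 active = activation at 10 µM reaching about 35% in either raw or pattern-adjusted values, limit read from the data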
Target sequence (P20594 whole entry, looked up): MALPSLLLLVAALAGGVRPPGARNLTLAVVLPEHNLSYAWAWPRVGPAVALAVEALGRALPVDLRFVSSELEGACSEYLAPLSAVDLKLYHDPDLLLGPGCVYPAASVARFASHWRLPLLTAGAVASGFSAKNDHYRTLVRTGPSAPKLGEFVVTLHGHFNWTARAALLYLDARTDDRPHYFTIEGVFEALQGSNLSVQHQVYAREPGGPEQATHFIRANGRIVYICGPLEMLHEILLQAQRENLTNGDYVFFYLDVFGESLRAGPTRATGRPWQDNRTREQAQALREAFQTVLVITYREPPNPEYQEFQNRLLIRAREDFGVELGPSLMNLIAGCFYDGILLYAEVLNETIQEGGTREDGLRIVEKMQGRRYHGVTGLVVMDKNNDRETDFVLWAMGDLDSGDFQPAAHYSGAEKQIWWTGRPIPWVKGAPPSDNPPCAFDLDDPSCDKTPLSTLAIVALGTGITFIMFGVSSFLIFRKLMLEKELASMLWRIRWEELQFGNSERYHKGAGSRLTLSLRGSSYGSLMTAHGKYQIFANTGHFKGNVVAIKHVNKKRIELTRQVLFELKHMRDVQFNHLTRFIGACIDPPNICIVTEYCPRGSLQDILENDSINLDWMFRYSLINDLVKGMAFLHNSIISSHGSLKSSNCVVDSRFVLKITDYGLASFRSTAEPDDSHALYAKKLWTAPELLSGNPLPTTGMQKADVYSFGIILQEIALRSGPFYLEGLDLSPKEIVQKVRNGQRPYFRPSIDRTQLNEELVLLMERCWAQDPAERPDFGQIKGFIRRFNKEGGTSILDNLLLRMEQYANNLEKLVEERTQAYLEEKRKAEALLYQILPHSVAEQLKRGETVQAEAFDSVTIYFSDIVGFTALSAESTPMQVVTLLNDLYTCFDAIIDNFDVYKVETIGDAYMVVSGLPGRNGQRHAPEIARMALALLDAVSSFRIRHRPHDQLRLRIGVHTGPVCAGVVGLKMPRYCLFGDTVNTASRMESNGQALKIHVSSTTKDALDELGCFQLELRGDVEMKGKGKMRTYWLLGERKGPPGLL
HGIII-sPLA2 inh: Blocks human group III sPLA2 activity. hit rate 0.56% among 370,000. QFRET BODIPY PC-A2 liposome hydrolysis, fluorescence. inhibition, % at 12.2 µM;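 active = inhibition above mean plus 3 SD of compounds lying within the high and low control bounds, cut at about 19% in these data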;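 also: 0% = median of test compound wells and 100% = no enzyme DMSO wells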
hgDAF12 agonist: activates the H. glycines DAF-12 receptor ligand-binding domain. hit rate 1.8% among 370,000. AID 687014. activation, % at 6.8 µM. HEK293 GAL4-hgDAF12 UAS-luciferase reporter, agonist luminescence; normalized to butyrate control;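 active = activation above a cutoff set at the mean of all screened compounds plus 3 SD, cut at about 10% in these data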;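 also: 0% = DMSO wells and 100% = sodium butyrate wells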
ADAM10 inh: inhibits human ADAM10; O14672; recombinant ADAM10, EDANS/DABCYL FRET peptide cleavage, 3 h; inhibition, % at 7 µM; hit rate 0.62% among 370,000;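 active = inhibition above a per-campaign cutoff equal to the mean of compounds falling between control-based bounds plus 3 SD, cut at about 20% in these data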;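 also: 0% = DMSO wells while the 100% control is not disclosed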
hcDAF12 agonist: H. contortus DAF-12 activation, primary screen. HEK293 hcDAF-12 lit1-tk-luc reporter, luminescence; 0% DMSO, 100% Δ7-dafachronic acid. activation, % at 6.8 µM. hit rate 1.4% among 370,000. AID 652067;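 active = activation above the mean of all tested compounds plus 3 SD, cut at about 5.5% in these data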;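 also: 100% = response to 3 µM Δ7-dafachronic acid high control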
DAX1 inh-2: blocks DAX1 repression of SF-1 activated StAR promoter | hit rate 1.1% among 370,000 | AID 652010 | HEK293T StAR-luciferase reporter, SF-1/DAX-1 repression relief | inhibition, % at 6.8 µM;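 active = inhibition above the mean over all tested compounds plus 3 SD, cut at about 3.6% in these data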;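 also: 0% = DAX-1 cells with DMSO and 100% = cells lacking DAX-1 with DMSO; higher inhibition means more luminescence from relief of DAX-1 repression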
NPR1 activator: GC-A (human) enzyme activation. P16066. HEK293 GC-A cells, cGMP TR-FRET, EC30 ANP; 0% at EC30 ANP, 100% saturating ANP. activation, % at 10 µM. hit rate 0.14% among 370,000. AID 1671463; in the data active = activation above about 40%
An asterisk follows results filed as active; x = not tested or not shown.

molecule	ssDAF-12 act	FXN GAA850 act	SMARCA2 activ	DAX1 inh-1	NPR2 activator	HGIII-sPLA2 inh	hgDAF12 agonist	ADAM10 inh	hcDAF12 agonist	DAX1 inh-2	NPR1 activator
CC(C)NS(=O)(=O)c1ccc(N2C(=O)c3ccccc3C2=O)cc1	-0.8	0.8	3	1.1	-1	-3	0.1	0	0.8	-0.5	2
COc1ccccc1-c1cc(NC(C)=O)c2ncc(-c3ccc(F)cc3)n2c1	-1.8	2.3	-2	x	9	3	0.7	-68	-0.2	-1.6	2
CCCCCOC(=O)Nc1nnc(CCC)s1	-1.2	1.5	-4	0.1	2	-7	-0.2	-2	0.7	0.1	10
COc1ccccc1C(=O)Nc1cccc(S(=O)(=O)N2CCCC2)c1	-1.8	1.4	6	-0.7	-5	-2	-3.9	-4	-2.6	-0.3	-4
O=Cc1c(C(=O)O)n(CC(=O)O)c2ccccc12	-0.4	4.7	-1	0.5	3	16	0.9	-10	5.8*	-0.1	3
O=C(NC1CC1)[C@@H]1CSC2c3ccccc3C(=O)N21 (some centres undefined)	-1.1	2.8	-1	0.6	1	7	-0.9	2	-0.8	-0.2	-4
CCOC(=O)[C@]12CCCCC/C=C\1N(Cc1ccc(OC)cc1)C(=O)[C@H]2CC(=O)N1CCSCC1	-1.8	x	-3	x	-8	6	0.2	3	-2.2	-0.6	-4
CCN(C(=O)CSc1cc(-c2ccccc2)c2ccc(OC)cc2n1)C1CCS(=O)(=O)C1 (centres undefined)	-1.6	1.7	-4	-0.4	-5	-35	-2.5	-168	-1.6	-2.0	-12
CC(C)COC(=O)N(C)C[C@H]1OCc2cn(nn2)CCCC(=O)N([C@H](C)CO)C[C@@H]1C	-0.6	-0.3	-4	0.0	1	10	-0.7	-14	-0.1	0.5	1
COc1ccccc1N(CC(=O)NCCc1ccccc1)C(=O)CCC(=O)Nc1ccccn1	-1.0	5.7	-3	-0.3	-6	-4	-1.7	2	-1.6	0.2	0
COCC(=O)Nc1nnc(SCC(=O)N2C(C)CCCC2C)s1 (centres undefined)	-0.9	0.3	-3	-0.8	4	7	1.3	1	-1.6	0.5	3
COc1ccc(/C=C/c2c([N+](=O)[O-])c(=O)n(C)c(=O)n2C)cc1O	-1.6	-1.3	0	-0.2	-8	-5	-1.3	2	-1.4	-0.8	-4

Additional results follow:
molecule	ssDAF-12 act	FXN GAA850 act	SMARCA2 activ	DAX1 inh-1	NPR2 activator	HGIII-sPLA2 inh	hgDAF12 agonist	ADAM10 inh	hcDAF12 agonist	DAX1 inh-2	NPR1 activator
Cc1ccccc1C(=O)Nc1nc(SCc2ccc(Cl)cc2)n[nH]1	-0.4	1.9	0	-0.3	0	3	1.3	5	-0.1	0.2	2
O=C(CSc1nccn1-c1ccccc1)Nc1ccc2c(c1)OCO2	-1.0	1.3	2	2.1	-1	0	0.2	8	-0.5	0.4	-3
c1ccc2c(N3CCCC3)nc(-c3ccncc3)nc2c1	-1.0	0.3	0	-0.2	-12	-8	-1.6	-12	-1.3	-1.3	-12
Cc1cc(Cl)ccc1OC(C)C(=O)N1CCCN(C(=O)C(C)Oc2ccc(Cl)cc2C)CC1 (centres undefined)	-2.2	7.1	-3	-0.8	-19	-31	-4.1	26*	-1.6	-1.1	-17
COC(=O)/C=C/c1ccsc1NC(C)=O	-1.0	0.7	2	-0.3	-2	3	1.2	-3	-1.5	-0.6	-1
COc1ccc(/C=C2\SC(=O)N(CC(=O)NN3CCN(C)CC3)C2=O)cc1OC	-1.2	2.3	-2	4.7*	-1	0	-0.7	-22	-0.5	0.2	-2
CCC(C)NC(=O)CO/N=C/c1ccc(C(=O)OC)cc1 (centres undefined)	-0.7	2.1	-3	0.8	-2	1	-0.9	-1	-1.5	0.2	-2
COCCn1c(C)cc(C(=O)CSc2nc3nc(C)cc(C)n3n2)c1C	-1.2	2.2	3	-0.8	2	-6	-3.4	-5	-0.8	-0.7	2
CN(C)c1ccc(-c2nc3ccccn3c2/N=C/c2ccc(Br)cc2)cc1	1.4*	2.4	5	-0.2	5	3	16*	-209	7.5*	2.9	0
CC1CCC(NC(=O)Cn2ncc3ccccc32)CC1 (centres undefined)	-0.4	4.7	2	6.5*	1	-1	1.6	-1	1.8	1.5	3
O=C(/C=C/c1ccc2ccccc2n1)c1cc(Cl)ccc1O	0.2	3.3	3	2.5	-6	-7	3.2	-46	4.1	0.6	-7
OCCNC(=S)Nc1ccc(Cl)c(Cl)c1	-1.3	-1.1	1	3.9	4	-6	2.0	-5	-0.6	-0.5	2

(listing goes on)
molecule	ssDAF-12 act	FXN GAA850 act	SMARCA2 activ	DAX1 inh-1	NPR2 activator	HGIII-sPLA2 inh	hgDAF12 agonist	ADAM10 inh	hcDAF12 agonist	DAX1 inh-2	NPR1 activator
COCc1c(C(=O)OCC(=O)Nc2ccc(OC(F)F)cc2)oc2ccccc12	-1.2	0.9	1	0.6	1	-14	1.0	2	-1.4	-0.5	1
COc1ccc(/C=C2\NC(=S)N(CC3CCCO3)C2=O)c(OC)c1 (centres undefined)	-1.3	2.2	3	0.4	2	8	5.1	-1	-0.5	2.2	4
CC(OC(=O)c1cccc(-n2cnnn2)c1)C(=O)Nc1cccc(Cl)c1 (centres undefined)	-1.4	-1.4	-2	-3.6	-7	-7	-4.6	6	-2.3	-5.4	-4
Cc1ccc(NC(=O)CCn2cnc3ccccc3c2=O)c(C)c1	-1.9	1.6	-3	-0.4	-6	6	-0.7	-9	-2.0	1.3	-3
CCOC(=O)Nc1ccc(OC)c([N+](=O)[O-])c1	-1.3	3.1	0	-0.2	-2	1	1.6	1	-1.1	-0.8	0
CC(C)(C)NC(=O)CN1CCC(NC(=O)C23CC4CC(CC(C4)C2)C3)CC1	-1.1	0.6	-1	-2.5	4	3	3.1	3	-0.9	0.7	5
CCCOc1cccc(-c2nnc(N)s2)c1	-0.6	-0.6	-1	0.3	-5	-3	6.1	-10	1.1	0.2	3
COc1cccc(C(C)(O)c2nc(-c3cccs3)cs2)c1 (centres undefined)	-1.9	-0.1	-3	x	-2	-13	-3.1	5	-1.7	-2.2	0
CCOC(=O)c1c(NC(=O)CSc2nnc(N)s2)sc(C)c1-c1ccc(C)cc1	-1.5	1.1	-5	-3.5	-3	-22	-2.4	9	-2.8	-0.3	-7
CCCCCCCNC(=O)c1ccc(N2CCC3(CC2)OCCO3)c([N+](=O)[O-])c1	-1.2	-0.5	0	1.4	3	3	4.2	5	-0.3	-0.3	-3
c1ccc2sc(-c3ccncc3)nc2c1	-0.8	4.1	6	1.3	0	6	4.6	-9	0.3	0.8	2
CC(C)[C@@H](CO)N1Cc2nnn(Cc3ccccc3)c2-c2ccccc2S1(=O)=O	-1.5	x	-3	x	9	-4	4.4	-5	2.5	0.5	3

(cont.)
molecule	ssDAF-12 act	FXN GAA850 act	SMARCA2 activ	DAX1 inh-1	NPR2 activator	HGIII-sPLA2 inh	hgDAF12 agonist	ADAM10 inh	hcDAF12 agonist	DAX1 inh-2	NPR1 activator
COc1ccc(S(=O)(=O)N2CCN(C(=S)NCC3CCCO3)CC2)cc1OC (centres undefined)	-1.2	-1.1	1	0.6	2	2	-1.1	2	0.6	0.1	0
CC(C)(C)N1Cc2nnn(CC3CCCCC3)c2-c2cc(F)ccc2S1(=O)=O	-2.3	x	-5	x	-1	7	-3.9	-2	-0.2	1.6	-7
O=c1cc(N2CCOCC2)[nH]c(=O)n1Cc1ccc(F)cc1	-0.2	0.3	-1	-0.8	0	-6	0.5	-1	2.3	0.7	4
Cc1cccc(CN2CCN(Cc3ccc(-n4cccn4)cc3)CC2CCO)n1 (centres undefined)	-1.0	1.1	0	1.6	1	-2	-1.7	-1	0.3	-0.3	5
CSc1c(CC(=O)Nc2ccccc2C(F)(F)F)n(Cc2ccccc2)c2ccccc12	-1.3	1.0	1	-0.6	-6	7	-0.7	2	1.1	0.1	-12
CCC(=O)c1c[nH]c(C(=O)N2CCN(c3ccccc3)CC2)c1	-0.6	0.4	5	-0.1	-2	0	3.3	1	-1.6	-0.5	2
CCOC(=O)CN1C(=O)NC(C)(c2ccc(OC(F)F)cc2)C1=O (centres undefined)	0.2	-0.3	-8	1.7	3	2	-0.8	-7	-1.5	0.4	3
COc1ccc(CN2C[C@H](COCc3ccccc3)Oc3cccc(F)c3S2(=O)=O)cc1	-1.0	x	0	x	0	-4	1.8	6	-1.2	-0.7	-3
Nc1nnnn1/N=C/c1cccc(Oc2ccccc2)c1	-0.9	0.1	8	0.4	-1	-4	3.0	9	-1.7	0.1	3
COC(=O)c1ccc(OS(=O)(=O)N(C)C)cc1	-0.3	4.9	7	1.1	3	5	20*	0	1.3	0.8	-5
C/C(CC(=O)Nc1cccc2c1CCCC2)=N\NC(=O)c1ccccc1N	-1.3	5.3	3	1.6	3	-11	5.3	-202	1.2	0.4	0
O=C(Cc1ccccc1)Nc1ccc(C(=O)O)cc1	0.0	2.5	-1	0.2	3	5	0.3	1	-1.2	0.8	2

Next section:
molecule	ssDAF-12 act	FXN GAA850 act	SMARCA2 activ	DAX1 inh-1	NPR2 activator	HGIII-sPLA2 inh	hgDAF12 agonist	ADAM10 inh	hcDAF12 agonist	DAX1 inh-2	NPR1 activator
CCOC(=O)N1CCN(C(=O)c2ccc(N(Cc3ccc(C)cc3)S(C)(=O)=O)cc2)CC1	-0.7	-2.6	-5	-0.1	3	0	-2.8	7	-2.4	-1.1	-1
CN(C)CCCNc1cc(C(C)(C)C)nc2c(-c3ccc(Cl)cc3)cnn12	-0.4	3.5	-3	1.0	-13	17	-1.1	-258	0.4	1.1	-5
COc1ccc(C2=CC(=O)OC(C)(c3ccccc3)O2)cc1 (centres undefined)	-1.5	-1.0	1	-0.7	-15	-7	0.8	-11	-1.4	-0.4	-20
Cc1cc(O)ccc1N/C=C/c1onc(C)c1[N+](=O)[O-]	0.9*	9.1*	8	1.4	3	-24	17*	6	7.9*	2.5	7
Cn1cccc1C(=O)Nc1ccc(N2CCOCC2)cc1	0.9	3.4	5	0.7	0	6	18*	-4	3.6	8.2*	-4
CC(C)(Oc1ccc(Cl)cc1)C(=O)OCC(=O)NCCc1ccccc1	-0.6	0.8	-2	1.8	-3	-8	9.4	7	-0.2	-4.6	-2
CN(C)c1cccc(C(=O)Nc2ccc3nc4n(c(=O)c3c2)CCCCC4)c1	-1.9	0.6	3	-0.3	-1	1	-1.4	-4	-1.6	-1.0	3
COc1ccc(CC(=O)O/N=C(\N)Cc2cccc3ccccc23)cc1OC	-1.7	2.6	-1	-0.6	-6	-17	-0.3	3	-0.5	-0.2	3
Cc1ccc(N(Cc2cc3ccccc3[nH]c2=O)S(=O)(=O)c2ccccc2)cc1	-1.2	-2.2	-2	-0.8	-1	-7	-1.2	3	0.7	0.0	-5
CN(C(=O)CN(CCO)CC(=O)N(C)C(C)(C)Cc1ccccc1)C(C)(C)Cc1ccccc1	-1.1	0.2	-5	-0.1	-18	-8	0.8	0	-1.7	-0.3	-15
CSc1nc(N2CCOCC2)c2c3c(sc2n1)CCCC3	-1.1	5.4	1	0.0	-4	12	-0.9	-17	-1.5	-0.6	6
CCN(C(=O)C1CCN(S(=O)(=O)c2cccc3nonc23)CC1)c1ccccc1	-1.3	3.0	6	0.6	-3	0	0.2	-1	-1.2	-0.8	3

High-throughput results (PubChem)
